D1 ag – human D1 receptor agonism | P21728 | activation, % at 2 µM | HEK293 T-REx D1 cells, calcium flux, agonist mode | 360,000 tested, 1% active | AID 504660; also: 0% is about no effect
Target sequence (P21728 whole entry, looked up): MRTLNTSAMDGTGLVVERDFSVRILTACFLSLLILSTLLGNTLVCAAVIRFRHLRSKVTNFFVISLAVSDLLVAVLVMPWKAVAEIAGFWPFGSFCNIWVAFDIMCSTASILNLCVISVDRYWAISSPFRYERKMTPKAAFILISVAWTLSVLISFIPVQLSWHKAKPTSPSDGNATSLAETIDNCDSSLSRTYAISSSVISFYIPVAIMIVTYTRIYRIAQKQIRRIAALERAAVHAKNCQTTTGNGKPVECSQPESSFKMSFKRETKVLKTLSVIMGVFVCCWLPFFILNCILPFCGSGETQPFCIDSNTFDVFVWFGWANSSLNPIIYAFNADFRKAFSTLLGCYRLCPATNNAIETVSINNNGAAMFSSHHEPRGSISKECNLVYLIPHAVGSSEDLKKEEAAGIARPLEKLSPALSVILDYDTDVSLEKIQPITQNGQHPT
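Tetracycline-induced HEK293 TREx D1 cells, force-coupled to calcium signalling, were dye-loaded with a no-wash calcium kit. Compound was pin-added after a 10 s baseline. Fluorescence was read kinetically at 1 cycle/s for 180 s, with calcium rises flagged as agonism.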
D1 antag – blocks dopamine activation of the human D1 receptor. P21728. activity change, negative = inhibition, % at 10 µM. 360,000 tested, 3.2% active. HEK293 TREx D1 cells, calcium flux, dopamine EC80; active compounds read low. AID 504652; in the data active = activity change below about -30%; also: % is scaled to controls: 0 for no effect and ±100 for the full control effect
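Using tetracycline-induced force-coupled D1 Hek293 cells and a calcium dye, signals were followed for 180 s after compound, then for 180 s after EC80 dopamine, to detect inhibitors.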
TRHR ag – activates the human TRH receptor; P34981; TRHR cells, calcium flux fluo-8, FDSS agonist mode; activation, % at 2 µM; 360,000 tested, 0.18% active; AID 493084; also: 0% is about no effect
Target sequence (P34981 whole entry, looked up): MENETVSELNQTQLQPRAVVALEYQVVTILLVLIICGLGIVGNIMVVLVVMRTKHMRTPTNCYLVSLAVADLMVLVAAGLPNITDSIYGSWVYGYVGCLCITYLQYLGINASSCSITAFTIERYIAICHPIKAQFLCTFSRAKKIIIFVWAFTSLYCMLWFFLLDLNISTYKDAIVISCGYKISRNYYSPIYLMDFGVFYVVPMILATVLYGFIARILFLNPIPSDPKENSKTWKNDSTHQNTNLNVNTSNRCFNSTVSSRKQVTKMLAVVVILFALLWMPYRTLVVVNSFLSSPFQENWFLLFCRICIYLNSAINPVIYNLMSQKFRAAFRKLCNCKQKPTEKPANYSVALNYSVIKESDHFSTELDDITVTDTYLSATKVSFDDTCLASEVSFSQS
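In this calcium-flux screen, cells bearing human TRHR are dye-loaded with fluo-8, baselined for 10 cycles, then exposed to library compounds; positive kinetic calcium responses during the agonist phase mark hits, with TRH as control.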
D2 antagonist – D2 dopamine receptor (human) antagonism; 340,000 tested, 2% active; inhibition, % at 10 µM; HEK293 TREx D2 cells, calcium flux, dopamine EC80; P14416; in the data active = inhibition above about 30%; also: 0% is about no effect
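Overnight-induced (tetracycline, 30 C) HEK293 T-REx cells carrying force-coupled D2 receive a no-wash calcium dye, then compound, then EC80 dopamine at 180 s; signals are read kinetically throughout.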
TRHR enhancer – TRH receptor (human) allosteric enhancement; TRHR cells, fluo-8 calcium fluorescence, EC20 TRH enhancement; enhancement, % at 2 µM; 360,000 tested, 0.66% active; in the data active = enhancement above about 30%; also: 0% is about no effect
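Enhancer read-out: after compound pinning and an initial kinetic agonist-mode read, an EC20 of TRH (10 nM final) was injected and fluo-8 calcium signal (Ex 480/Em 530) followed at 1 s/cycle for 100 cycles in TRHR-expressing cells.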
RXFP1 antagonist – blocks the human relaxin receptor RXFP1; 350,000 tested, 0.59% active; activity change, negative = inhibition, % at 57.5 µM; HEK293-RXFP1, relaxin-stimulated cAMP HTRF, 30 min; active compounds read low; Q9HBX9; AID 1259400;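 active = activity change of -60% or lower, but not beyond a set lower limit; inconclusive = change between -60% and -40%, or beyond the set limit; inactive = change above -40%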; also: % is scaled to controls: 0 for no effect and ±100 for the full control effect
D2 PAM – positive allosteric modulators of human D2 dopamine receptor; HEK293 T-REx D2, calcium flux, EC20 dopamine potentiation; 340,000 tested, 0.34% active; AID 485347; potentiation, % at 10 µM;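 active = potentiation over 3 SD above the plate norm, cut at about 30% in these data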; also: 0% is about no effect
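Primary screen. Calcium kinetics in induced HEK293 T-REx D2 cells: compound pre-addition 180 s, EC20 dopamine, 180 s more.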
D1 PAM – enhances dopamine response at the human D1 receptor; potentiation, % at 10 µM; AID 504651; P21728; 360,000 tested, 0.036% active; HEK293 TREx D1 cells, calcium flux, dopamine EC20 potentiation; in the data active = potentiation above about 30%; also: 0% is about no effect
D2 ag – activates the human D2 dopamine receptor. P14416. HEK293 T-REx D2 cells, calcium flux agonist mode. activation, % at 2 µM. 340,000 tested, 0.53% active;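 active = activation over 3 SD above normal in the single-dose calcium agonist read, cut at about 30% in these data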; also: 0% is about no effect
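HEK293 Trex D2 cells, tetracycline-induced, o/n 30 C 5% CO2; no-wash Ca dye, RT 30–90 min; 10-cycle baseline, 23 nl cpd added, kinetic Ca read 180 s; agonist hits = positive Ca response.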
* hit, by the source's call; ? = inconclusive; / = not tested or not shown. Rule as the data show it, unless noted: active = activation above about 30%; inactive = the rest.

Start of the listing, in advance:
#	smiles	D1 ag	D1 antag	TRHR ag	D2 antagonist	TRHR enhancer
1	O=C(c1cccs1)N1CCN=C1SCc1cccc(F)c1	0	-9	-0.4	-1	-3
2	O=C(O)C1CC(=O)n2c(nc3ccccc32)S1 (configuration not stated)	5	-4	0.5	5	2

#	RXFP1 antagonist	D2 PAM	D1 PAM	D2 ag
1	-6	-9	-3	1.3
2	/	21	10	0.0

Results, repeating the preview:
#	smiles	D1 ag	D1 antag	TRHR ag	D2 antagonist	TRHR enhancer
1	O=C(c1cccs1)N1CCN=C1SCc1cccc(F)c1	0	-9	-0.4	-1	-3
2	O=C(O)C1CC(=O)n2c(nc3ccccc32)S1 (configuration not stated)	5	-4	0.5	5	2
3	COc1ccc(N(Cc2cccs2)C(=O)COc2cccc(C)c2C)cc1	24	2	1.8	/	2
4	CCN1C(=O)[C@H]2[C@@H](c3ccc(C)cc3)N3C(=O)N(c4cccc(C)c4)C(=O)[C@@]3(Cc3ccccc3)[C@H]2C1=O	1	16	0.2	6	-5
5	CC(CC(=O)Nc1ccncc1)c1ccccc1 (configuration not stated)	4	-11	0.2	-3	-3
6	COc1ccc(N2CCN(S(=O)(=O)c3cc(-c4cc(C)no4)ccc3C(C)C)CC2)cc1	3	35	3.7	/	-1
7	COc1ccccc1N(CC(O)CN1CCCC1)S(=O)(=O)c1ccccc1 (configuration not stated)	-2	2	0.7	30	-1
8	COc1ccc(NC(=S)N2CCCCCC2)cc1OC	1	2	0.3	-13	4
9	Cc1cccc(S(=O)(=O)c2c(C)cc(C)[nH]c2=O)c1	3	13	-1.9	-6	18
10	COc1ccc(/C(C)=N/OC/C(O)=C(\C#N)c2nc3ccccc3[nH]2)cc1	0	14	0.2	7	-20
11	O=C(NCc1ccc(F)cc1)c1cnn2ccccc12	3	-3	1.2	1	8
12	COc1ccc(N=Nc2c(-c3ccc(OC)cc3)[nH]oc2=O)cc1	-2	10	-0.9	-5	6
13	O=C(c1ccc(NS(=O)(=O)c2ccc3[nH]c(=O)[nH]c3c2)cc1)N1CCN(c2ccccc2O)CC1	1	-2	0.3	/	-1
14	CC(C)C(OC(=O)c1nsc(Cl)c1Cl)C(=O)NCc1ccc2c(c1)OCO2 (configuration not stated)	3	3	0.3	-10	-2
15	CCn1c(SCC(=O)N/N=C/c2ccc(C)o2)nnc1-c1ccccc1	4	10	-1.9	57*	24

#	RXFP1 antagonist	D2 PAM	D1 PAM	D2 ag
1	-6	-9	-3	1.3
2	/	21	10	0.0
3	-72*	-17	0	0.7
4	/	6	0	-0.3
5	-6	-7	-1	1.0
6	-12	/	7	/
7	-4	-13	-6	-0.1
8	2	5	-3	0.1
9	8	20	6	0.9
10	/	3	-1	0.2
11	/	-6	/	0.2
12	-31	-8	-9	-0.2
13	-1	/	-4	/
14	6	-6	1	0.8
15	-6	-5	-7	1.1

The list goes on:
#	smiles	D1 ag	D1 antag	TRHR ag	D2 antagonist	TRHR enhancer
16	COc1ccc(Cl)cc1S(=O)(=O)N1CCN(C)CC1	3	3	0.4	-18	-8
17	CCCCOc1ccc(-c2nn(-c3ccccc3)cc2C2NC(=O)NC(C)=C2C(=O)OCC)cc1 (configuration not stated)	5	-21	-0.5	/	9
18	O=C(Nc1cccc(C(=O)N2CCCC2)c1)c1ccccc1	2	7	0.0	13	1
19	COc1cccc(NC(=O)c2ccc(CN3CCc4ccccc4C3)cc2)c1	8	6	0.3	10	2
20	COc1cccc2cc(C(=O)NCc3ccc(F)cc3)c(=N)oc12	2	-5	-0.4	-22	4
21	Cc1cc(C)n(-c2ccc(NC(=O)C3CCCCN3C(=O)c3ccoc3)cc2)n1 (configuration not stated)	7	7	0.0	12	2
22	Cc1cc(C(=O)CSc2ccc3c(c2)OCCO3)c(C)n1C1CC1	9	-21	0.4	-17	1
23	CCC1CN(CC(=O)NCc2cccc(Br)c2)c2ccccc2S1 (configuration not stated)	1	-35*	0.5	/	-7
24	COc1ccc(CCNC(=O)C2CCN(S(=O)(=O)c3ccc(Cl)cc3)CC2)cc1OC	1	9	-0.1	8	0
25	Cc1ccc(OCC(=O)Nc2ccc(S(=O)(=O)N3CCCCC3)cc2)c([N+](=O)[O-])n1	5	4	0.2	1	-3
26	CCOC(=O)c1cccc(NC(=O)C2COc3ccc(OC)cc3C2)c1 (configuration not stated)	2	9	0.1	/	-1
27	COc1ccc(S(=O)(=O)N2CCN(C(=O)NCc3ccc(C)cc3)CC2)cc1	5	-10	-0.7	3	-3
28	CCCCn1c(N)c(N(CC(C)C)C(=O)c2ccc(Br)s2)c(=O)[nH]c1=O	3	0	-0.6	/	-8
29	CCOC(=O)c1cccc(NC(=O)C2CCN(c3ncnc4c3nc3n4CCCCC3)CC2)c1	1	-6	-0.9	-9	-2
30	N#CNC1=NCN(Cc2ccccc2)CN1	4	-8	-0.5	11	7

#	RXFP1 antagonist	D2 PAM	D1 PAM	D2 ag
16	-1	3	/	1.0
17	/	-4	0	-0.4
18	-4	-9	-2	-1.6
19	-5	-11	-1	-1.2
20	-10	-3	7	0.3
21	-7	8	0	0.6
22	-6	-15	-2	1.0
23	/	9	-4	-0.7
24	2	-11	-5	-1.2
25	2	12	-5	0.7
26	-6	1	1	-1.5
27	-17	-8	6	0.0
28	-13	/	-4	/
29	-5	2	-3	-0.3
30	1	1	2	0.2

(further entries)
#	smiles	D1 ag	D1 antag	TRHR ag	D2 antagonist	TRHR enhancer
31	CNC(=O)Cc1csc2ccc(C)cc12	4	3	-0.9	4	4
32	Cc1cccc(/C=c2\s/c(=C\C(=O)C(C)(C)C)[nH]c2=O)c1	1	-13	-0.4	19	6
33	COc1cc(OC)c(NC(=O)Cc2c(C(=O)O)c(C)cn2C)cc1Cl	0	24	0.3	/	-4
34	O=C(COC(=O)CCC1CCCC1)Nc1cccc(S(=O)(=O)N2CCOCC2)c1	1	-9	-0.6	/	-7
35	O=C1c2ccccc2C(=O)N1CSc1nnc(Nc2ccccc2F)s1	1	-23	-0.6	-29	-2
36	CCOC(=O)C(C)n1cnc2scc(-c3ccc(C)c(C)c3)c2c1=O (configuration not stated)	3	-1	1.4	2	0
37	N#Cc1nc(COc2ccc(-c3ccccc3)cc2)oc1NCCCN1CCOCC1	30	-30	0.7	12	-5
38	COc1ccc(C(=S)N2CCN(C)CC2)cc1Br	-1	-5	0.4	8	-5
39	O=C(COc1cc([N+](=O)[O-])cc2cccnc12)NCCC1=CCCCC1	6	-21	0.8	12	-19
40	Cc1ccc(/C=C(\C#N)c2nn(-c3ccccc3)c(N)c2C#N)cc1	3	-20	0.7	-19	9
41	CCOc1cc(C(=O)NCCc2ccc(S(N)(=O)=O)cc2)cc(OCC)c1OCC	1	5	-1.5	5	-7
42	Cc1cccnc1NC(=O)Nc1ccc(F)cc1	0	-4	0.3	1	-2
43	Cc1csc(Sc2ccc(C(=O)OCC(=O)Nc3ccc(F)cc3[N+](=O)[O-])cc2[N+](=O)[O-])n1	2	5	-0.3	4	-2
44	COc1ccccc1NC(=O)N1c2ccccc2Sc2ccccc21	4	-3	0.0	/	-3
45	CSc1ncccc1C(=O)OCn1nnc2ccccc2c1=O	28	-6	0.2	/	18
46	Fc1ccc(-n2nnc(-c3cccnc3Cl)n2)cc1	2	21	-0.5	11	-6
47	Cc1csc(C(C#N)C(=O)c2cc3ccccc3o2)n1 (configuration not stated)	9	-15	0.9	/	3
48	COc1ccc(C(=O)N2CCN(c3nc4c(OC)cccc4s3)CC2)cc1OC	3	/	-0.2	/	-5

#	RXFP1 antagonist	D2 PAM	D1 PAM	D2 ag
31	7	4	0	-2.0
32	-22	3	3	-0.1
33	-3	5	-3	0.5
34	-11	-1	1	-0.3
35	/	3	-7	-0.4
36	-21	8	-4	1.4
37	-62*	-2	-10	1.5
38	-8	-9	-4	-1.2
39	?	-12	-7	-1.6
40	14	12	-2	-1.1
41	1	-13	1	-0.7
42	2	-4	-7	0.3
43	5	-1	-3	-0.1
44	-9	7	-2	1.9
45	-3	/	5	/
46	/	8	-2	-0.2
47	-18	10	-3	/
48	-9	0	-3	-1.7

Nine of the compounds above, with two lines to a compound.
Under each structure: D1 ag	D1 antag	TRHR ag	D2 antagonist	TRHR enhancer	RXFP1 antagonist	D2 PAM	D1 PAM	D2 ag
40. Cc1ccc(/C=C(\C#N)c2nn(-c3ccccc3)c(N)c2C#N)cc1
 : 3	-20	0.7	-19	9	14	12	-2	-1.1
41. CCOc1cc(C(=O)NCCc2ccc(S(N)(=O)=O)cc2)cc(OCC)c1OCC
 : 1	5	-1.5	5	-7	1	-13	1	-0.7
42. Cc1cccnc1NC(=O)Nc1ccc(F)cc1
 : 0	-4	0.3	1	-2	2	-4	-7	0.3
43. Cc1csc(Sc2ccc(C(=O)OCC(=O)Nc3ccc(F)cc3[N+](=O)[O-])cc2[N+](=O)[O-])n1
 : 2	5	-0.3	4	-2	5	-1	-3	-0.1
44. COc1ccccc1NC(=O)N1c2ccccc2Sc2ccccc21
 : 4	-3	0.0	/	-3	-9	7	-2	1.9
45. CSc1ncccc1C(=O)OCn1nnc2ccccc2c1=O
 : 28	-6	0.2	/	18	-3	/	5	/
46. Fc1ccc(-n2nnc(-c3cccnc3Cl)n2)cc1
 : 2	21	-0.5	11	-6	/	8	-2	-0.2
47. Cc1csc(C(C#N)C(=O)c2cc3ccccc3o2)n1 (configuration not stated)
 : 9	-15	0.9	/	3	-18	10	-3	/
48. COc1ccc(C(=O)N2CCN(c3nc4c(OC)cccc4s3)CC2)cc1OC
 : 3	/	-0.2	/	-5	-9	0	-3	-1.7

Bioassay records as filed in PubChem BioAssay.

This is a random part of the collection; overall some 7.3% were active at least once.
